# Assay outcomes (PubChem)
# HTT aggregate – mutant huntingtin aggregation inhibition. PC12 HttQ103-GFP aggregates, Acumen cytometry, 40 h. Potency, µM (series often up to 46.1 µM), for inactives: at the top dose activity change, negative = inhibition, actives largely listed as inhibitors. 1.1% of 220,000 active; also: potency is read from the fitted curve at half-maximal effect; % is scaled to controls: 0 for no effect and ±100 for the full control effect; nearly all actives have a fitted effect of over 60% in size
#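 Aggregate formation scored by laser-scanning cytometer (488 excitation, 500–530 emission) in lysed PC12 cells expressing Q103-GFP after 100 nM tebufenozide induction; library tested in dose series, with ATPLite reagent added in the multiplex.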
# Epigenetic derep – derepresses silenced GFP reporter in murine cells; murine LDR cells, GFP reporter derepression, 30 h; 0.2% of 280,000 active; Potency, µM (highest dose often 53.9 µM), without a hit: at the highest dose GFP activation, actives largely listed as activators; also: potency is read from the fitted curve at half-maximal effect; % of control where 0% means no effect; nearly all actives have a fitted effect of over 60% in size
#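 In this reporter-derepression format, murine cells bearing a silenced integrated CMV-GFP locus incubate with test compound (30 h, 37 C), then are washed and imaged; fluorescent objects of 20–120 um count as induced cells.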
# CBFb RUNX1 block – blocks binding between human CBF-beta and RUNX1 | Q01196+Q13951 | AlphaScreen CBFb-His/RUNX1-biotin binding, biochemical | Potency, µM (highest dose often 59.8 µM), inactives show at the top dose activity, negative = inhibition, hits mostly inhibitors | 230,000 tested, under 10 active | AID 1477; also: % of control where 0% means no effect
#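 AlphaScreen proximity signal reports loss of binding between His-tagged CBF-beta and biotin-labelled RUNX1, each at 30 nM. Proteins are pre-associated for 20 minutes, compounds added for 15 minutes, then beads for 90 minutes, all at ambient temperature.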
# Luc counter – blocks Kinase-Glo luciferase, a counter-screen artifact | AID 1379 | Kinase-Glo luciferase, ATP luminescence, 8 min | 0.28% of 200,000 active | Potency, µM (series often up to 38.3 µM), for inactives: top-dose activity change, negative = inhibition, most hits filed as inhibitors; also: potency is read from the fitted curve at half-maximal effect; % is scaled to controls: 0 for no effect and ±100 for the full control effect; nearly all actives have a fitted effect of over 60% in size
#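 Luminescence was the read-out, taken after 8-minute incubation at ambient temperature. Luciferase turned over luciferin with 10 uM ATP in imidazole pH 7.2 buffer containing KCl, MgCl2, Tween 20 and BSA.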
# L3MBTL1 block – blocks human L3MBTL1 | Q9Y468 | AlphaScreen L3MBTL1–H3K9me1 peptide binding | Potency, µM (highest dose often 57.1 µM), for inactives: at the highest dose activity, negative = inhibition, most hits filed as inhibitors | 0.66% of 230,000 active | AID 485360; also: potency is read from the fitted curve at half-maximal effect; % is scaled to controls: 0 for no effect and ±100 for the full control effect; nearly all actives have a fitted effect of over 60% in size
#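 AlphaScreen assay: L3MBTL1 (50 nM final) was preincubated 30 min at room temperature with biotinylated H3(1-15)K9me1 peptide (75 nM final), then 30 min with library compounds; streptavidin donor and nickel chelate acceptor beads (10 ug/mL final) added, 30 min dark.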
# NPSR antag – neuropeptide S receptor (human) antagonism, cAMP; Q6W5P4; CHO-NPSR cells, cAMP TR-FRET, antagonist mode; Potency, µM (titrated, usually from 38.3 µM), without a hit: at the highest dose activity change, negative = inhibition, usual class: inhibitors; 1% of 220,000 active; AID 1461; also: potency is read from the fitted curve at half-maximal effect; % is scaled to controls: 0 for no effect and ±100 for the full control effect; nearly all actives have a fitted effect of over 50% in size; many of its hits are not listed in these tables
# Target sequence (Q6W5P4 whole entry, looked up): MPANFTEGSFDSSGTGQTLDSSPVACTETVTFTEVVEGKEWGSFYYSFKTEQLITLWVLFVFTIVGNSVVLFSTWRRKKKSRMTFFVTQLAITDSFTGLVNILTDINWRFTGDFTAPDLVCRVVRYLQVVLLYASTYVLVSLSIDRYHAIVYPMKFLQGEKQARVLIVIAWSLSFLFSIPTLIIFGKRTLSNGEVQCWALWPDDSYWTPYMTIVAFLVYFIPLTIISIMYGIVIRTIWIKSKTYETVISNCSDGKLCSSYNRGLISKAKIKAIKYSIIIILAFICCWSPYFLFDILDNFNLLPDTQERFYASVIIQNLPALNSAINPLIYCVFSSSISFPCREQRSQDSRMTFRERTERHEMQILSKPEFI
# IMPase Li cell – cell-permeable IMPase inhibitors with lithium potentiation | CHO-M1 cells, IP1 TR-FRET (IP-One), carbachol + lithium | Potency, µM (doses to about 59.4 µM), for inactives: at the top dose activity, negative = IMPase inhibition, usual class: inhibitors | 0.35% of 210,000 active;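 also: IP1 builds up when IMPase is blocked and the TR-FRET signal falls; potency is read from the fitted curve at half-maximal effect; plate controls were basal vehicle for no effect and high inhibitor control for full effect; nearly all actives have a fitted effect of over 50% in size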
#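 Concentration–response in CHO-M1 cells, lithium-potentiated; 30 min at 37C. IP1 detected by competitive TR-FRET after 10 min lysis at RT. Hill-fitted AC50.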
# * = called active by the depositor; ? = inconclusive; / = no result given; [ ] = remark or other dose. Calls follow the shape of the dose curve; as a rule, active = well fitted curve in the direction sought with a large enough effect; inconclusive = small, poorly fitted or top-dose-only effect, or another doubt; inactive = no such curve, though single readings can be large; an effect the other way counts as inactive or inconclusive. The list is partial; the hit share may differ from the screen's.
# Assay codes – A = HTT aggregate; B = Epigenetic derep; C = CBFb RUNX1 block; D = Luc counter; E = L3MBTL1 block; F = NPSR antag; G = IMPase Li cell
1: Cc1cc(C)cc(NC(=O)C2CCN(c3nccs3)CC2)c1
  A = ?	B = 5.7%	C = -6%	D = -5%	E = -2%	F = -11%[46.1 µM]	G = -11%[38.3 µM]

2: Cc1c(Cc2ccc3c(c2)OCO3)sc(NC(=O)C(C)(C)C)c1C#N
  A = -10%	B = -0.8%	C = 13%	D = 1%	E = -17%	F = -11%[46.1 µM]	G = 40%[activator][38.3 µM]

3: COc1ccc(N(CC(=O)N2CCCCCC2)S(=O)(=O)c2c(C)[nH]c(=O)[nH]c2=O)cc1
  A = 13%	B = 0.8%	C = -3%	D = -4%	E = /	F = -6%[46.1 µM]	G = 0%[38.3 µM]

4: O=C(Nc1cccc(O)c1)C(=O)Nc1ccccn1
  A = 15%	B = 0.0%	C = -4%	D = 4.5µM*	E = 2%	F = -14%[46.1 µM]	G = 8%

5: COc1ccc2[nH]c(C)c(CCN3C(=O)C4C5C=CC(C5)C4C3=O)c2c1 (configuration not stated)
  A = -10%	B = -0.2%	C = -8%	D = -1%	E = /	F = -18%[46.1 µM]	G = 6%[38.3 µM]

6: CCc1cccc2c(C(=O)COC(=O)/C=C/c3ccccc3OC)c[nH]c12
  A = -4%	B = 0.9%	C = -1%	D = /	E = 1%	F = -15%[46.1 µM]	G = /

7: CCOP(=O)(C1=C(O)C(=O)C(C(C)(C)C)=CC1=O)c1ccccc1 (configuration not stated)
  A = -17%	B = -0.1%	C = -23%	D = -4%	E = /	F = 11%	G = 2%

8: O=[n+]1c2c(n([O-])c3cc(Cl)ccc31)CCCC2
  A = 0%	B = -1.1%	C = 0%	D = 0%	E = 0%	F = -9%[46.1 µM]	G = -10%[38.3 µM]

9: COc1ccc(NC(=S)N(CCCN2CCCCC2)Cc2cccs2)cc1
  A = 8%	B = -0.9%	C = -5%	D = 0%	E = -8%	F = 33%	G = 13%

10: Cc1ccc(S(=O)(=O)CCc2nnc(NC(=O)c3ccccn3)s2)cc1
  A = -33%	B = -0.8%	C = 1%	D = -2%	E = ?	F = -27%[46.1 µM]	G = -12%[38.3 µM]

11: O=C(O)c1ccc(N2CCCCS2(=O)=O)cc1
  A = -19%[9.22 µM]	B = 0.0%	C = 3%	D = -3%	E = -19%	F = 1%	G = -1%

12: O=C(NC1CCCCC1)N1CCCC(c2nc(-c3cccs3)no2)C1 (configuration not stated)
  A = -18%	B = 5.5%	C = -9%	D = -5%	E = -3%	F = -3%[46.1 µM]	G = -5%[38.3 µM]

13: Cc1nnsc1C(=O)NC(C)C12CC3CC(CC(C3)C1)C2 (configuration not stated)
  A = -7%	B = -1.9%	C = 1%	D = -3%	E = 9%	F = -17%[46.1 µM]	G = 6%[38.3 µM]

14: NC(=O)CNc1ncc(C(F)(F)F)cc1Cl
  A = 1%	B = -0.4%	C = 0%	D = 0%	E = -8%	F = 12%	G = 1%

15: O=S(=O)(NCC1CCCO1)c1cccc(S(=O)(=O)N2CCCC2)c1 (configuration not stated)
  A = -8%	B = -7.2%	C = 2%	D = 0%	E = 1%	F = 0%[46.1 µM]	G = 0%[38.3 µM]

16: CN(C)CCNC(=S)Nc1cccc(Cl)c1
  A = -16%	B = -0.9%	C = -5%	D = -9%	E = -6%	F = -2%[46.1 µM]	G = -14%[38.3 µM]

17: N#CC(C#N)=CC1=C2OC(c3ccccc3)=CC(c3ccccc3)=C2CCC1
  A = 4%	B = 0.7%	C = -11%	D = -25%	E = /	F = -7%[46.1 µM]	G = 16%[38.3 µM]

18: CCn1ccnc1CN(C)Cc1nc(Cc2cccc(C(F)(F)F)c2)no1
  A = 1%[9.22 µM]	B = 0.0%	C = 20%	D = -1%	E = -23%	F = 13%	G = 30%

19: Cc1nc2ccccc2nc1OCc1cccc(Cl)c1
  A = 8%	B = -1.0%	C = 4%	D = 1%	E = 8%	F = 12%	G = 11%

20: CCN1CCN(C(=O)N2CCOCC2)CC1
  A = 7%[9.22 µM]	B = 0.5%	C = 2%	D = -1%	E = 5%	F = -4%	G = 3%

21: COc1ccnc(Oc2ccc3ccccc3c2)c1C#N
  A = 18%	B = -1.9%	C = 0%	D = 0%	E = -3%	F = -17%[46.1 µM]	G = -11%[38.3 µM]

22: O=C(Nc1ccc(-c2ccc3nncn3n2)cc1)C1CCCC1
  A = 29%	B = -1.1%	C = 0%	D = -9%	E = /	F = 8%	G = -15%

23: CN(C)c1ccc(/C=C/c2ccc3ccccc3[n+]2C)cc1
  A = 2.5µM*	B = 2.1%	C = -19%	D = ?	E = -9%	F = 3.2µM*	G = 75%[activator]

24: Cc1nc(N2CCOCC2)nc(N2CCC(C)CC2)c1[N+](=O)[O-]
  A = 1%[9.22 µM]	B = 4.1%	C = -1%	D = /	E = 15%	F = ?	G = /

25: COc1ccc2[nH]cc(CCN=C3SCC(=O)N3C)c2c1
  A = 7%	B = 4.7%	C = 4%	D = -1%	E = /	F = -24%[46.1 µM]	G = ?

26: CCOc1ccc(-n2c(-c3ccco3)nc3c(cnn3-c3ccc(C)cc3)c2=O)cc1
  A = 6%[9.22 µM]	B = 2.0%	C = 5%	D = /	E = -2%	F = ?	G = /

27: CCCCCOc1ccc(CSCCNC(=S)Nc2ccccc2)cc1
  A = ?	B = 2.0%	C = 1%	D = 2%	E = 8%	F = -45%	G = 0%
